RXFP1 agonist: qHTS Assay for Agonists of the Relaxin Receptor RXFP1. Relaxin receptor 1 (Homo sapiens), Q9HBX9. HEK293T-RXFP1 cAMP TR-FRET, 30 min; response scale: percent of porcine relaxin response, buffer zero. Potency, µM (titrated, usually from 57.5 µM), for inactives: at the top dose activation, usual class: activators. 0.3% of 370,000 active; active means well fitted activation curve with a large enough effect; inconclusive means small, poorly fitted or top-dose-only effect; further: potency means the concentration at half of the fitted maximal effect; on the % scale 0 is the no-effect control and ±100 the full control effect; nearly all actives have a fitted effect of over 60% in size; many of its hits are not listed in these tables
Target sequence (Q9HBX9 whole entry, looked up): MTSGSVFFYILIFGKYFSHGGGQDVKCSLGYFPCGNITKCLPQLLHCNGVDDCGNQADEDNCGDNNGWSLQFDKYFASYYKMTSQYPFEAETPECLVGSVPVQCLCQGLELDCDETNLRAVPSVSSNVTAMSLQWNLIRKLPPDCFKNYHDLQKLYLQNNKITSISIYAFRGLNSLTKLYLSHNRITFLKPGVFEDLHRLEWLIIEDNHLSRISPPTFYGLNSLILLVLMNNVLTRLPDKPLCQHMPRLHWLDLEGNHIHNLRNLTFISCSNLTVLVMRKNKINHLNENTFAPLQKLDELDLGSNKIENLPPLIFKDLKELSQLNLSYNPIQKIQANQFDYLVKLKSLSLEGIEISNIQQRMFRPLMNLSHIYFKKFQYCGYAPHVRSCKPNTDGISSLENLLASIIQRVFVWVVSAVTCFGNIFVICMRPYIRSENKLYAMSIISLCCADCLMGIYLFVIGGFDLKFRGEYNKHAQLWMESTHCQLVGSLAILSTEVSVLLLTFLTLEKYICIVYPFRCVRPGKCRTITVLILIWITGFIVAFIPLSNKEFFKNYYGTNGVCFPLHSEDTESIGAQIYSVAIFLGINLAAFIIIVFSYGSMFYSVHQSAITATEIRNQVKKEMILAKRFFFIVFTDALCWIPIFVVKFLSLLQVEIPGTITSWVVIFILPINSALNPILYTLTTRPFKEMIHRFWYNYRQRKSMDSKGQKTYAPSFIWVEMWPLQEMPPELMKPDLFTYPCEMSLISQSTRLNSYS
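HEK293 cells stably expressing RXFP1, treated 30 min at 37C with compounds plus PDE4 inhibitor Ro 20174; cAMP measured by HTRF TR-FRET. Normalized to buffer and 29 nM porcine relaxin; EC50 by Hill fit.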
RXFP1 antag: qHTS Assay for Antagonists of the Relaxin Receptor RXFP1. Relaxin receptor 1 (Homo sapiens), Q9HBX9. HEK293-RXFP1, relaxin-stimulated cAMP HTRF, 30 min; hits give low values. activity change, negative = inhibition, % at 57.5 µM. 0.59% of 350,000 active. AID 1259400, 2018;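 active means activity change of -60% or lower, but not beyond a set lower limit; inconclusive means change between -60% and -40%, or beyond the set limit; inactive means change above -40%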; further: on the % scale 0 is the no-effect control and ±100 the full control effect
D2 antag: HTS Assay for Allosteric Antagonists of the Human D2 Dopamine Receptor: Primary Screen for Antagonists | D(2) dopamine receptor (Homo sapiens), P14416 | HEK293 TREx D2 cells, calcium flux, dopamine EC80 | inhibition, % at 10 µM | 2% of 340,000 active; in the data active means inhibition above about 30%; further: 0% is about no effect
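Cells plated overnight at 30 C with tetracycline; no-wash calcium dye, 30–90 min RT; 10 s baseline; compound pinned; 180 s read; EC80 dopamine added; another 180 s read.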
D2 agonist: HTS Assay for Allosteric Agonists of the Human D2 Dopamine Receptor: Primary Screen for Agonists; HEK293 T-REx D2 cells, calcium flux agonist mode; activation, % at 2 µM; 0.53% of 340,000 active;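 active means activation over 3 SD above normal in the single-dose calcium agonist read, cut at about 30% in these data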; further: 0% is about no effect
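Agonism scored from kinetic calcium signal (1 read/sec, 180 s) following compound pin transfer, after a 10 s baseline. Cells: HEK293 Trex line expressing inducible D2 receptor coupled to calcium, dye-loaded after overnight culture at 30 C.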
TRHR PAM: qHTS for Small Molecule Agonists and Allosteric Enhancers of Human TRH Receptor: Primary Screen for Enhancers. AID 493056, 2011. 0.66% of 360,000 active. TRHR cells, fluo-8 calcium fluorescence, EC20 TRH enhancement. Thyrotropin-releasing hormone receptor (Homo sapiens), P34981. enhancement, % at 2 µM; in the data active means enhancement above about 30%; further: 0% is about no effect
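TRHR-expressing cells loaded with fluo-8 calcium dye were read kinetically (ex 480/em 530) during compound addition, then stimulated with an EC20 of TRH (10 nM final). Enhancement of the Gq-mediated intracellular calcium response was scored.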
D2 PAM: HTS Assay for Positive Allosteric Modulators of the Human D2 Dopamine Receptor: Primary Screen for Potentiators; D(2) dopamine receptor (Homo sapiens), P14416; HEK293 T-REx D2, calcium flux, EC20 dopamine potentiation; potentiation, % at 10 µM; 0.34% of 340,000 active; AID 485347, 2010;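 active means potentiation over 3 SD above the plate norm, cut at about 30% in these data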; further: 0% is about no effect
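Potentiation of an EC20 dopamine calcium response measured kinetically over 180 s, after a preceding 180 s compound-only read flagging agonists. Cells: inducible Hek293 Trex D2 line, 4000/well, cultured overnight at 30 C before dye loading.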
D1 PAM: Potentiators of Human D1 Dopamine Receptor: qHTS | D(1A) dopamine receptor (Homo sapiens), P21728 | HEK293 TREx D1 cells, calcium flux, dopamine EC20 potentiation | potentiation, % at 10 µM | 0.036% of 360,000 active | AID 504651, 2011; in the data active means potentiation above about 30%; further: 0% is about no effect
D1 agonist: Allosteric Agonists of the Human D1 Dopamine Receptor: qHTS | D(1A) dopamine receptor (Homo sapiens), P21728 | HEK293 T-REx D1 cells, calcium flux, agonist mode | activation, % at 2 µM | 1% of 360,000 active | AID 504660, 2011; in the data active means activation above about 30%; further: 0% is about no effect
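Agonism was scored from calcium flux recorded over 180 s (1 read/s) after pintool compound addition, following a 10-cycle baseline. Cells were inducible force-coupled HEK293 TREx D1, plated overnight at 30 C and loaded with no-wash calcium dye.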
D1 antag: Antagonist of Human D 1 Dopamine Receptor: qHTS; activity change, negative = inhibition, % at 10 µM; AID 504652, 2011; HEK293 TREx D1 cells, calcium flux, dopamine EC80; hits give low values; 3.2% of 360,000 active; D(1A) dopamine receptor (Homo sapiens), P21728; in the data active means activity change below about -30%; further: on the % scale 0 is the no-effect control and ±100 the full control effect
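Antagonism measured as reduced calcium response to an EC80 dopamine addition following 180 s compound pre-read; cells were inducible HEK293 Trex D1 plated overnight at 30 C, read kinetically at 1 cycle/sec.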
Active calls of the source: *; u = inconclusive; x = not tested or not shown. The list is partial. The share of hits here may be higher or lower than overall.

SMILES	RXFP1 agonist	RXFP1 antag	D2 antag	D2 agonist	TRHR PAM	D2 PAM	D1 PAM	D1 agonist	D1 antag
CCOC(=O)CSc1nc2cc3c(cc2cc1C)OCO3	-0.4%	-19	8	-0.6	2	10	-1	4	-2
COc1ccc(Cl)c(Cn2c(NCC(C)O)nc3c2c(=O)n(C)c(=O)n3C)c1 (configuration not stated)	1.9%	-2	-1	-0.8	9	7	8	4	3
COc1ccc(-n2nc(C(=O)Nc3cc(C)c(Cl)cc3OC)c3c4ccccc4n(C)c3c2=O)cc1	3.8%	6	x	0.1	1	-1	4	0	-13
CC(CNC(=O)c1cc(COc2c(F)cccc2F)on1)Oc1cccnc1 (configuration not stated)	-1.6%	1	-8	0.0	8	7	-10	8	-18
CC1C/C(=N/NC(=O)c2ccc(CSc3nc4ccccc4[nH]3)cc2)CC(C)(C)C1 (configuration not stated)	-0.7%	-1	-3	-1.4	0	-11	-1	2	3
COC(=O)C(Cc1ccc(O)cc1)NC(=O)CCOc1ccc(OC)cc1 (configuration not stated)	2.0%	1	-18	-1.0	7	-3	-1	9	6
CC1C[C@@]2(NC(=O)NC2=O)C(C)CN1C (some centres not stated)	-1.8%	6	-1	0.7	0	7	-3	-1	-18
CC1=C(C(=O)Nc2ccc(Cl)cc2)C(C(C)C)n2nc(SCc3ccc(Cl)cc3)nc2N1 (configuration not stated)	-0.2%	x	x	1.0	8	x	0	1	-7
Cc1cc(NCCO)c2ccccc2n1	3.8%	-7	-5	x	-2	0	-6	4	7
CC(=O)NCCn1c(SCC(=O)NC2CCCCC2)nc2ccccc2c1=O	3.2%	12	-3	0.0	0	-4	-1	2	5
N#CC(c1ccc(O)cc1)c1ncc(C(F)(F)F)cc1Cl (configuration not stated)	2.0%	-3	0	15	3	6	-6	12	-7
NC(=O)c1ccccc1NC(=O)Nc1cccc2ccccc12	1.2%	-23	-7	-1.6	0	-7	3	-4	10
Cc1nc(N2CCOCC2)c2c(C(=O)N(C)Cc3ccccc3)c(C)oc2n1	-1.4%	1	x	0.0	9	6	1	0	5
CCNC(=O)CSc1nc2ccccc2c(=O)n1-c1cccc(OC)c1	4.5%	-5	-6	-0.2	-1	-5	0	2	-17
CN(CCc1cn[nH]c1)Cc1nc(Cc2ccccc2F)no1	0.0%	3	1	-0.5	-2	8	-6	1	-24
O=C(Nc1c[nH]c(=O)[nH]c1=O)c1ccc([N+](=O)[O-])cc1	7.9%	-3	29	1.3	1	4	-6	1	-14
CS(=O)(=O)N1CCC(c2noc(-c3ccc(C(F)(F)F)cc3)n2)CC1	4.0%	3	7	0.3	-3	18	-1	21	-9
CSc1nc(Sc2ccccc2)c2ccccc2n1	12%	-2	-7	1.4	-5	-4	7	9	13
COc1ccc(N(Cc2cc3cc(OC)ccc3[nH]c2=O)C(=O)c2cccc(Cl)c2)cc1	1.7%	-2	x	x	-5	-5	-1	-1	-8
CCC(C)C(NC(=O)/C(=C\c1ccccc1)NC(=O)c1ccc(OC)cc1)C(=O)O (configuration not stated)	0.0%	-13	-5	-1.2	-3	0	5	1	5

Full records from above.
CCC(C)C(NC(=O)/C(=C\c1ccccc1)NC(=O)c1ccc(OC)cc1)C(=O)O (configuration not stated) reads RXFP1 agonist: 0.0%; RXFP1 antag: -13; D2 antag: -5; D2 agonist: -1.2; TRHR PAM: -3; D2 PAM: 0; D1 PAM: 5; D1 agonist: 1; D1 antag: 5
CC1C/C(=N/NC(=O)c2ccc(CSc3nc4ccccc4[nH]3)cc2)CC(C)(C)C1 (configuration not stated) reads RXFP1 agonist: -0.7%; RXFP1 antag: -1; D2 antag: -3; D2 agonist: -1.4; TRHR PAM: 0; D2 PAM: -11; D1 PAM: -1; D1 agonist: 2; D1 antag: 3
Cc1cc(NCCO)c2ccccc2n1 reads RXFP1 agonist: 3.8%; RXFP1 antag: -7; D2 antag: -5; D2 agonist: x; TRHR PAM: -2; D2 PAM: 0; D1 PAM: -6; D1 agonist: 4; D1 antag: 7

New compounds follow
SMILES	RXFP1 agonist	RXFP1 antag	D2 antag	D2 agonist	TRHR PAM	D2 PAM	D1 PAM	D1 agonist	D1 antag
COc1cccc(-c2csc(N3CCN(C(=S)Nc4cccc(C)c4)CC3)n2)c1	-1.3%	-2	86*	-0.7	-5	15	8	6	-28
CC(C)CSc1ccccc1NC(=O)c1sc2nc(-c3ccncc3)ccc2c1N	24%	x	x	2.0	-2	10	-3	7	-31*
N/C(=N\OC(=O)COc1ccc(Cl)cc1)c1ccc(Cl)cc1	0.3%	4	-9	-0.1	2	-1	3	2	10
CCCCNC(=O)OCCSCCS(=O)(=O)c1ccc(Cl)cc1	-1.7%	1	-2	-0.8	-2	-3	3	0	-6
COc1ccc(C2/C(=C(\O)c3ccc4c(c3)OCCO4)C(=O)C(=O)N2CCCN(C)C)cc1 (configuration not stated)	0.4%	1	10	0.3	1	12	2	0	-3
Cc1ccnc(NS(=O)(=O)c2ccc(NC(=O)CCS(=O)(=O)c3ccccc3)cc2)n1	2.5%	-2	-31	-0.3	-1	3	1	5	12
CC(C)CCNC(=O)COC(=O)c1ccc(Br)o1	0.2%	-13	-3	-0.5	0	5	-5	0	-6
COc1ccc(CCNC(=O)C2CCN(C(=O)c3ccc(OC)c(OC)c3)CC2)cc1	0.4%	0	11	0.4	4	13	-8	1	-14
CCO[C@H]1OC(C(=O)NC2CC2)=C[C@@H](c2ccccc2)[C@@H]1CCCO	-0.1%	x	15	-0.5	4	16	6	0	0
COc1ccc(C2(CNC(C)=O)CCCC2)cc1OC	0.5%	-4	3	0.2	3	0	0	6	-9
COC(=O)c1c(NC(=O)C(C)(C)C)sc2c1CCN(Cc1ccccc1)C2	3.1%	-68*	11	1.2	-1	-22	1	2	6
Cc1occc1C(=O)N1CCN(c2ccc(Cl)c(Cl)c2)CC1	-0.1%	4	12	0.5	-10	5	-5	17	-10
O=C(CSc1nc(N2CCOCC2)nc(N2CCOCC2)n1)Nc1ccc(Cl)cc1Cl	0.7%	6	33*	0.7	1	1	0	1	2
COc1ccc(OCC(=O)NC(=S)NNC(=O)COc2ccc(Br)cc2Cl)cc1	0.2%	-4	2	-0.7	-7	0	18	0	-1
Cc1ccc(S(=O)(=O)N2CCN(C(=O)Cn3c(=O)oc4ccccc43)CC2)c(C)c1	-0.5%	2	-9	-0.3	-8	-8	-2	1	12
Cc1nc(C)c(-c2ccc(SCC(=O)Nc3ccc(C)c(F)c3)nn2)s1	u	-25	x	0.0	0	7	-4	4	-4
O=C(/C=C/c1cccc(C(F)(F)F)c1)N1CCN(c2ccccn2)CC1	1.2%	-1	16	0.9	16	-10	-2	1	-5
COc1ccc(-c2nc(CS(=O)(=O)CC(=O)NCc3ccccc3OC)c(C)o2)cc1	-1.2%	-6	1	0.5	-2	16	2	5	0
O=C(NCc1ccc(F)cc1)c1cc2ccccn2n1	3.0%	-4	8	-1.6	-6	-10	0	3	-13
O=C(Cc1ccccc1)NC(NCCCN1CCOCC1)(C(F)(F)F)C(F)(F)F	-0.5%	-5	6	-0.3	-2	-3	6	2	4
CCOC(=O)c1c(NC(=O)CN2CCCc3ccccc32)sc(C)c1CC	-0.7%	-10	13	1.6	-1	3	4	1	4
COCCN(C(=O)CCC(=O)Nc1ccccn1)C(C(=O)NC(C)(C)C)c1ccc(OC)cc1 (configuration not stated)	1.1%	7	9	0.3	1	2	-9	1	-29
CCn1c(=O)c2cc(C(=O)Nc3ccc(OC)cc3OC)sc2c2ccccc21	0.0%	27	-4	0.2	-5	2	4	0	-10
O=C(N/N=C/c1cccc([N+](=O)[O-])c1)c1c[nH]c2ccccc12	4.3%	14	x	x	-4	-11	-13	2	-11
CCOc1ccc(Cl)cc1S(=O)(=O)N1CCC(C(=O)NCc2ccco2)CC1	2.0%	2	12	-0.4	-7	-14	-11	4	0
CC(C)C1=CC2=CCC3C(C)(C(=O)O)CCCC3(C)C2CC1 (configuration not stated) (tested in a mixture with another compound)	-1.8%	x	3	-1.1	-2	17	-2	5	-5
CC1CCN(C(=O)c2cc3c(ccc4ccccc43)o2)CC1	1.2%	-60*	6	-2.1	-2	1	-2	1	14
Cc1ccc(NC(=O)COC(=O)C2CCN(c3ccc(C(F)(F)F)cn3)CC2)cc1C	0.6%	-35	18	-0.3	10	18	10	12	-23
O=C(O)C1CCN(C(=O)COc2ccc(Br)cc2)CC1	1.7%	11	-13	-0.6	-8	6	-5	3	-5
CCC(OC(=O)CCc1nc2ccccc2[nH]c1=O)C(=O)c1ccccc1 (configuration not stated)	0.0%	-3	-13	0.7	11	2	-8	14	-5
COc1ccc(CC(=O)N2CC(C)CC(C)C2)cc1 (configuration not stated)	-1.1%	-17	-12	0.2	3	2	1	3	3
Cc1nnc(-n2ncc(C#N)c2N)c2nn(-c3cccc(Cl)c3)c(C)c12	17%	4	14	0.9	1	-4	-2	0	5
COc1ccc(C2(NC(C)=O)CCN(Cc3cccnc3)CC2)cc1	-1.7%	-1	2	0.3	-5	-4	-1	1	-14
Cc1oc2c(CN3CCCCC3)c(O)ccc2c(=O)c1-c1ccc(Cl)cc1	5.3%	-1	6	-0.2	2	10	-3	1	18
CCc1ccccc1N(C1=NCCCS1)S(=O)(=O)c1ccc(C(C)(C)C)cc1	0.7%	x	x	x	-4	x	7	0	7
COc1cc(/C=N\Nc2nc3ccccc3o2)cc(OC)c1OC	-2.2%	-20	-11	0.1	1	0	-3	-1	-5
Cc1nc(-c2ccc(S(=O)(=O)NCc3ccc(OC(C)C)cc3)cc2)co1	5.9%	x	x	-1.8	-2	-1	-2	2	11
CC(C)(C)c1nnc(N/N=C/c2ccc(O)cc2)n(N)c1=O	2.0%	1	-4	0.9	-2	-1	-3	2	-2
O=S1(=O)CC2NC(=S)N(c3cccc(Br)c3)C2C1 (configuration not stated)	0.3%	7	15	0.5	0	7	5	2	0
COc1ccc(C(=O)Nc2cc3c4c(c2)CC(=O)N4CCC3)cc1	-0.1%	-20	12	-0.4	3	-7	-6	2	-21

Screening data from PubChem.
